High-throughput results (PubChem)
ER stress rescue = protection against thapsigargin-triggered cell killing – 384-well, CSM14.1, ATP luminescence, primary screen (AID 1222). CSM14.1 thapsigargin-induced death rescue, ATP luminescence; higher % means a stronger effect. cellular ATP content (survival), % at 20 µM, or EC50 in µM where a hit was titrated. 190,000 tested, under 10 active;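 active = EC50 below 50 µM in the dose-response confirmation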;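 note: death triggered by thapsigargin at about 15 µM added after 2 h compound pretreatment; cell ATP read after overnight thapsigargin exposure of roughly 18 to 22 hours; normalized against plate controls of thapsigargin alone and 5% DMSO vehicle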
Dynein transport = blocks dynein driven cargo transport along microtubules. 3617.4 mouse cells, GR-EGFP nuclear translocation imaging; test concentration mostly 20 µM; stimulated with dexamethasone, 1 µM; stronger effect = lower value. z-score, hits read low. 220,000 tested, 0.47% active. AID 1381;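 active = plate z-score of nuclear minus cytoplasmic receptor signal below a set negative limit, without overly bright fluorescence or cell loss, cut at about -3.5 in these data, passing the limit was not always enough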;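 note: z-score of nuclear minus cytoplasmic ring GR-EGFP intensity difference per well; some compounds called inactive have numbers as strong as hits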
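Medium: Induction medium lacking tetracycline, stripped serum | Probe or stimulus: 1.0 µM final dexamethasone stimulus | Schedule: 48 h induction, then 1 h compound, then 30 min agonist, 37 °C | Signal: Automated 10x imaging of fixed Hoechst-stained cells | Evaluation: Per-cell GR-EGFP intensity, nucleus versus surrounding cytoplasmic ring, well-averaged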
M1AAP inhibition = P. falciparum M1AAP inhibitors, biochemical, fluorogenic H-Leu-NHMec substrate, 1536-well (AID 1445); one-dose inhibition, % at 30 µM; IC50 in µM for titrated hits; recombinant M1AAP, H-Leu-NHMec fluorogenic kinetic assay; higher % means a stronger effect; 220,000 tested, 0.42% active;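 active = primary inhibition above the hit cutoff, then over 50% inhibition at one or more dose response concentrations, cut at about 23% in these data, passing the limit was not always enough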;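 note: plate controls were DMSO full reaction for no effect and no enzyme background for full effect; strong numbers were not always called active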
K1F lysis inhibition = inhibition of K1F phage lysis, E. coli UTI89, bacterial capsule biogenesis inhibitors, alamar blue (AID 488966); E. coli UTI89 K1F phage lysis, alamar blue, 2 h; higher % means a stronger effect; inhibition, % at 100 µM, or IC50 in µM where a hit was titrated; 340,000 tested, 0.02% active;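 active = phage lysis inhibition, versus mean bacterial control, above a set limit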;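 note: capsule biogenesis inhibitors block K1F phage lysis so surviving cells raise fluorescence; higher fluorescence means more inhibition of phage lysis; actives were called in the ten point dose series up to 300 µM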
b-catenin transl = alters nuclear translocation of beta-catenin in HeLa cells. immunofluorescence imaging. nuclear translocation activity, % at 5 µM. 190,000 tested, 0.3% active;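 active = nuclear translocation activity above 50% at 5 µM, with a well cell count of 50 or more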;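 note: per-cell ratio of nuclear to cytoplasmic median beta-catenin stain intensity; plate controls were DMSO negative control for no effect and GSK-3 inhibitor IX positive control for full effect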
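System: HeLa cells, endogenous beta-catenin; compound dosing: 5 µM primary single dose, 0.1% DMSO, 0.02–20 µM confirmation series; incubation: 24 h compound exposure at 37°C, 5% CO2; signal: beta-catenin immunofluorescence imaging with DAPI; evaluation: % activation, nuclear-to-cytoplasmic median beta-catenin signal ratio per cell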
Autophagy mod = modulators of autophagy; MEF GFP-LC3 puncta imaging; test concentration mostly 10 µM; calls only at 10 µM (by protocol); 190,000 tested, 0.98% active;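 active = percentage of spot-positive cells more than 3 SD above its plate mean, without a fluorescence outlier flag or 80% toxicity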;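 note: spot-positive cell cutoff set from DMSO-treated cells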
P. falciparum M17LAP = P. falciparum M17LAP inhibitors, primary screen, biochemical, fluorogenic H-Leu-NHMec substrate, 1536-well (AID 1619). 220,000 tested, 0.38% active. recombinant M17LAP, H-Leu-NHMec fluorogenic kinetic assay; higher % means a stronger effect. inhibition, % at 30 µM, or IC50 in µM where a hit was titrated;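 active = compound inhibiting the enzyme by more than half at any dose during confirmatory dose-response retesting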;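 note: plate controls were full reaction with DMSO carrier for no effect and no enzyme background for full effect; strong numbers were not always called active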
Insulin prom up = MIN6 insulin promoter up-regulation. z-score at 5 µM. MIN6 insulin promoter-GFP reporter, high-content imaging; stronger effect = higher value. 190,000 tested, 0.3% active;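 active = z-score above 3 at 5 µM with at least 500 cells counted in the well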
MT stabilizer = stabilizes microtubules in HeLa cells. HeLa tubulin immunostaining HCS, 24 h; share of cells brighter than vehicle mean+2SD. % tubulin-high responders, % at 10 µM. 200,000 tested, 0.83% active. AID 2205;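 active = plate Z-score above 3 for both tubulin-high and condensed-nucleus cell shares, with cell loss under 80%, at 10 µM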;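 note: anti alpha tubulin signal scored within the nucleus-defined area of each cell; some results filed as inactive read as strong as hits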
Dynein transport cytoplasmic EGFP = recorded beside Dynein transport, whose call it bears; z-score; measured here: cytoplasmic GR-EGFP intensity; stronger effect = higher value
Dynein transport nuclear GR-EGFP = second read-out of Dynein transport, no call of its own (marks repeat the call); z-score; measured here: nuclear GR-EGFP intensity;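 lower value marks the stronger effect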
Dynein transport cell count = second read-out of Dynein transport, no call of its own (marks repeat the call); z-score; measured here: cell count per field
Insulin prom up cell count = second read-out of Insulin prom up, no call of its own (marks repeat the call); cell count; measured here: cytotoxicity, nuclei count;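 total cells summed across four imaged fields per well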
b-catenin transl cell count 5 µM = further read-out of b-catenin transl, marked with its call; cell count; measured here: cell count, cytotoxicity flag
MT stabilizer Hoechst-high % = second read-out of MT stabilizer, no call of its own (marks repeat the call); % Hoechst-high responders; measured here: nuclear condensation Hoechst responders;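 share of cells brighter than vehicle mean plus two SD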
MT stabilizer cytotoxicity % = second read-out of MT stabilizer, no call of its own (marks repeat the call); toxicity, %; measured here: cytotoxicity by cell density;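 0% = mean cell density of plate MIN control wells and 100% = no cells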
Autophagy mod cell loss 18 h = also measured in Autophagy mod; calls as there; toxicity, %; measured here: cell loss, nuclei count;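 cell loss after 18 h compound exposure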
* = called active by the depositor; i = inactive; . = no result given; [ ] = dose if it differs, or a comment.

SMILES | ER stress rescue | Dynein transport | Dynein transport cytoplasmic EGFP | Dynein transport nuclear GR-EGFP | Dynein transport cell count | M1AAP inhibition | K1F lysis inhibition | b-catenin transl | b-catenin transl cell count 5 µM | Autophagy mod | Autophagy mod cell loss 18 h | P. falciparum M17LAP | Insulin prom up | Insulin prom up cell count | MT stabilizer | MT stabilizer Hoechst-high % | MT stabilizer cytotoxicity %
COc1ccc(-c2cn3cccnc3n2)cc1F | -0.7% | -0.14 | 0.15 | 0.68 | -2.5 | 7% | 1.2% | -3.9 | 587 | i | 4 | i | 0.1 | 1288 | 4.0 | 1.7 | 4.5
O=C(O)CCC(=O)N1CCc2cc(S(=O)(=O)NC3CCCC3)ccc21 | 0.0% | 0.029 | -0.15 | 0.41 | -1.2 | 6% | -0.4% | -3.2 | 876 | i | 8 | 3% | -0.4 | 1449 | 6.3 | 4.1 | 10
Cc1ccc(C2c3c(oc4ccccc4c3=O)C(=O)N2c2nncs2)cc1 (stereo unspecified) | . | -0.3 | -0.13 | 0.3 | 0.42 | 2% | 0.4%[50 µM] | -0.8 | 1311 | . | . | -3% | -0.57 | 1057 | . | . | .
O=C1CC(N2CCN(c3ncccn3)CC2)C(=O)N1CCc1ccccc1 (stereo unspecified) | 3.8% | -0.07 | -0.31 | -0.037 | 0.77 | 2% | 0.7% | 0.1 | 1517 | i | -35 | -1% | 0.37 | 1533 | 2.9 | 1.6 | 6.3
CCN(CC)S(=O)(=O)c1cccc(NC(=O)C2SC(=Nc3ccc(C)cc3C)C(C(=O)NCC3CCCO3)=C2N)c1 (stereo unspecified) | -0.1% | 0.086 | -0.058 | 0.4 | -0.0076 | -2% | -0.1% | -3.9 | 1223 | i | -13 | 10% | 0.15 | 978 | 2.7 | 1.0 | 7.4
COC(=O)c1c(SCc2cccc3ccccc23)nc(=O)[nH]c1C | . | 0.58 | -0.81 | -0.026 | -0.31 | -3% | 1.1% | -0.3 | 1337 | . | . | -13% | -0.52 | 1013 | . | . | .
N#Cc1c(NC(NC(=O)c2ccco2)C(=O)c2ccccc2)sc2c1CCCC2 (stereo unspecified) | . | -0.36 | -0.25 | 0.087 | 0.48 | 22% | 0.3% | 0.1 | 1126 | i | -5 | 20% | -0.05 | 1151 | 1.6 | 3.0 | 12
FC(F)(F)c1ccc(NC(=S)NC2CCCCC2)cc1 | -0.7% | -0.092 | -0.24 | -0.35 | 1.1 | -4% | 0.4% | -2.0 | 1112 | i | 17 | 12% | -0.84 | 1248 | 3.0 | 1.8 | 5.0
CN(C)S(=O)(=O)c1cccc(NC(=O)COC(=O)c2cc(=O)c3ccccc3o2)c1 | . | -0.092 | 0.65 | 0.26 | -0.4 | 1% | 0.5% | -0.7 | 1270 | . | . | 4% | 0.08 | 1369 | . | . | .
Cc1cccc(/C=N/N(CCO)C2=NS(=O)(=O)c3ccccc32)c1 | . | 1.6 | -0.1 | 1.2 | -1.7 | 2% | -1.1% | -3.7 | 1129 | i | 0 | 25% | -1.3 | 1120 | 3.9 | 0.9 | 9.6
COc1ccccc1Nc1nc2ccc(C)cc2cc1C#N | 6.1% | -0.44 | 0.032 | -0.42 | 0.35 | 7% | 0.1% | . | . | i | 9 | 5% | . | . | 3.0 | 2.7 | 3.5
COC(=O)C1=C(C)N(c2ccc(OC)cc2)C(C)=C(C(=O)OC)C1c1ccccc1 | . | 1 | -0.24 | 0.078 | -0.36 | 0% | 2.8% | -0.4 | 1290 | . | . | 0% | 0.02 | 1401 | . | . | .
O=C(NCc1ccco1)C12CC3CC(CC(C3)C1)C2 | -0.5% | 1.3 | -0.12 | 1.3 | -0.63 | 5% | 0.3% | -2.3 | 578 | i | 1 | 12% | -0.44 | 1287 | 6.2 | 2.8 | 6.4
Cc1ccc(NC(=S)N/N=C2\CC3CC=CC23)c(C)c1 (stereo unspecified) | -0.1% | -0.42 | -0.25 | -0.29 | 0.7 | 5% | 0.0% | 2.9 | 491 | i | 3 | 1% | . | . | 2.4 | 1.4 | 8.2
CCn1c(C(=O)N2CCC(C(=O)N3CCN(c4ccccn4)CC3)CC2)cc2sccc21 | -0.3% | -0.9 | -0.15 | -0.22 | 0.037 | 13% | 1.9% | 1.1 | 1119 | . | . | 12% | -1.1 | 1701 | 3.6 | 1.8 | 6.6
c1ccc(-c2nnc(-c3ccncc3)nc2-c2ccccc2)cc1 | -0.4% | 1.3 | -0.3 | 0.9 | -0.69 | 0% | 0.1% | 3.5 | 790 | i | -7 | -5% | 0.41 | 1612 | 4.3 | 2.9 | 8.2
COC(=O)c1ccc(C(=O)Nc2nnc(-c3cccnc3)o2)cc1 | 1.5% | -0.78 | -0.27 | -0.26 | 1.2 | 4% | . | -2.4 | 1072 | i | -4 | -7% | -0.46 | 1426 | 1.9 | 1.1 | 6.3
CCn1ccnc1CN(C)Cc1cn(-c2ccccc2)nc1-c1ccc(OC)cc1F | 7.4% | -0.32 | -0.19 | 0.16 | -0.34 | 1% | 0.3% | 0.6 | 910 | i | -20 | 2% | . | . | 2.9 | 0.9 | 6.2
CCc1ccc2oc(-c3ccc(N)cc3)nc2c1 | -5.8% | -0.38 | -0.2 | 0.031 | -0.4 | 7% | 2.0% | 1.4 | 786 | i | -7 | -3% | 1.1 | 1799 | 1.3 | 1.6 | 3.0
S=c1[nH]nc(-c2ccc3ccccc3n2)n1-c1ccccc1Cl | -2.6% | 0.28 | -0.21 | 0.34 | -0.16 | 8% | -6.5% | -2.4 | 944 | i | -3 | -2% | 1.1 | 1206 | 2.5 | 3.0 | 5.0
Cc1ccccc1C(=O)Nc1ccc2c(C#N)c3nc4ccccc4nc3n2c1 | 0.3% | -0.14 | 0.14 | 0.43 | -0.6 | 13% | -0.2% | 2.6 | 991 | i | 20 | 1% | 0.01 | 1272 | 26 | 6.0 | 21
Cn1c(=O)n(C)c2cc(/C=N/NC(=S)NCc3ccccc3)ccc21 | -0.9% | -0.72 | -0.3 | -0.32 | 0.57 | 7% | 5.3% | -2.9 | 497 | i | 1 | 8% | -0.01 | 1301 | 2.9 | 3.6 | 5.0
Cc1[nH]nc2c1C(c1cnn(C)c1)C(C#N)=C(N)O2 (stereo unspecified) | -1.2% | -1.4 | -0.3 | -0.79 | 1 | 8% | 0.5% | -0.7 | 1172 | i | 11 | 4% | -0.03 | 1329 | 2.0 | 2.5 | 12
CCOC(=O)c1nn(-c2cccc(C)c2)cc1C(=O)c1ccccc1 | -0.8% | -0.26 | -0.25 | -0.049 | 1.2 | 10% | -0.2% | -1.2 | 1108 | i | -15 | -14% | 0.25 | 836 | 1.5 | 0.8 | 5.5
Cc1ccc(NC(=O)C2(c3ccccc3)CCOCC2)c([N+](=O)[O-])c1 | -0.7% | 0.48 | -0.13 | 0.23 | -0.25 | 12% | 0.8% | -0.1 | 988 | i | -12 | 14% | -0.11 | 1357 | 1.1 | 5.2 | 12
COc1cccc(C2SCC(=O)N2c2ccc(Br)cc2)c1OC (stereo unspecified) | 0.1% | 1.8 | -0.25 | 0.62 | -1.1 | 1% | 1.0%[50 µM] | -0.5 | 974 | i | -7 | -3% | . | . | 4.0 | 2.3 | 13
O=C(CCC1N=C2c3ccccc3N=C(SCc3ccc(F)cc3)N2C1=O)NCc1ccco1 (stereo unspecified) | -2.3% | -0.98 | -0.18 | -0.37 | -0.53 | 13% | 0.1% | . | . | i | -5 | 7% | 0.72 | 1136 | 3.4 | 2.3 | 9.0
CCOc1cc2nc(-c3ccc(OC)c(OC)c3)nc(N3CC(C)OC(C)C3)c2cc1OC (stereo unspecified) | -0.8% | 0.085 | -0.19 | 0.64 | 0.19 | 3% | . | -2.3 | 1388 | i | -25 | -2% | -1.4 | 958 | 2.7 | 1.5 | 3.3
COCCn1c(C)cc(C(=O)CSc2nnc(-c3cccnc3)n2-c2ccccc2F)c1C | 3.5% | -0.68 | -0.2 | -0.22 | 0.38 | 3% | 0.1% | -3.2 | 990 | i | 5 | 13% | -0.38 | 1208 | 2.4 | 0.8 | 5.4
CC(C)CNC(=O)C(=O)NC1CCCC1 | . | -0.45 | -0.22 | -0.53 | 0.53 | . | -1.7% | . | . | i | 22 | . | . | . | 3.6 | 2.3 | 7.5

2 of the compounds above, with two lines to a compound:
Results follow in this order: ER stress rescue	Dynein transport	Dynein transport cytoplasmic EGFP	Dynein transport nuclear GR-EGFP	Dynein transport cell count	M1AAP inhibition	K1F lysis inhibition	b-catenin transl	b-catenin transl cell count 5 µM	Autophagy mod	Autophagy mod cell loss 18 h	P. falciparum M17LAP	Insulin prom up	Insulin prom up cell count	MT stabilizer	MT stabilizer Hoechst-high %	MT stabilizer cytotoxicity %
- CCOc1cc2nc(-c3ccc(OC)c(OC)c3)nc(N3CC(C)OC(C)C3)c2cc1OC (stereo unspecified)
→ -0.8%	0.085	-0.19	0.64	0.19	3%	.	-2.3	1388	i	-25	-2%	-1.4	958	2.7	1.5	3.3
- COCCn1c(C)cc(C(=O)CSc2nnc(-c3cccnc3)n2-c2ccccc2F)c1C
→ 3.5%	-0.68	-0.2	-0.22	0.38	3%	0.1%	-3.2	990	i	5	13%	-0.38	1208	2.4	0.8	5.4

Outcome played no part in choosing rows; any-hit rate near 2.9%.
